FLuc stim CS: affects firefly luciferase, flagging false hits in luciferase stimulation screens; P08659; ATPlite luciferase biochemical, luminescence, 10 min; 0 = ATP-free wells, 1 = DMSO control; activation factor at 10 µM; 200,000 tested, under 10 active; AID 1027;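 active = luciferase activation factor, scaled between plate controls, of at least 2 with compound at 10 µM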
Target sequence (P08659 whole entry, looked up): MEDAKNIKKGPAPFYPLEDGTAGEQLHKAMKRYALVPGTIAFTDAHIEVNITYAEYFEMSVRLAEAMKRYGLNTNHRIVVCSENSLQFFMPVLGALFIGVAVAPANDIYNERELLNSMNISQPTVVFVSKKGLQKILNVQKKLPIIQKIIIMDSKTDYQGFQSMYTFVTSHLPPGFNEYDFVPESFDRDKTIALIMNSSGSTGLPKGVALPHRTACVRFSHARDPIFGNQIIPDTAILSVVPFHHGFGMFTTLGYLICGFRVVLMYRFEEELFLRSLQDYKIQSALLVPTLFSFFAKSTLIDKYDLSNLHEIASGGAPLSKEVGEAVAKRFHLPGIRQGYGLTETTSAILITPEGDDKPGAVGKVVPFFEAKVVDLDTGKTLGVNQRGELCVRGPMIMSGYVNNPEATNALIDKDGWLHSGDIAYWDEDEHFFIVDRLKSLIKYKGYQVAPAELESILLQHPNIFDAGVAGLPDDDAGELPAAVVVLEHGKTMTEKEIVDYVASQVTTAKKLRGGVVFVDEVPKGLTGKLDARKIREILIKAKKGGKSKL
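System: luciferase plus luciferin reagent, cell-free; medium: PBS as buffer for the ATP substrate; dosing: test compounds dosed from 2 mM stocks in 100% DMSO; timing: 10 min post-reagent at room temperature; measured by: luminescence measurement of luciferase light output; evaluation: luciferase activation, seen as luminescence increase over controls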
STAT1 inh: inhibitors of IFN-gamma induced STAT1 signaling; NIH 3T3 STAT1-luciferase reporter, luminescence; inhibition, % at 5.5 µM; hit rate 0.35% among 200,000; AID 920;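 active = inhibition above a set limit, the mean inhibition across all tested compounds plus 3 SD, cut at about 34% in these data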;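 also: 0% = IFN-gamma with DMSO and 100% = IFN-gamma with 300 µM nifuroxazide; values of inactives mirror those of a sister screen read the other way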
APP 5'UTR act: activates APP 5'UTR luciferase reporter. hit rate 1% among 190,000. activation, % at 2 µM. SH-SY5Y APP 5'UTR luciferase reporter, luminescence; zero percent = DMSO vehicle wells;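 active = activation above a set limit, based on mean plus 3 SD of controls, cut at about 140% in these data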; also: values of inactives mirror those of a sister screen read the other way
APP 5UTR inh: APP translation inhibition | SH-SY5Y APP 5'UTR-luciferase reporter, luminescence | inhibition, % at 2 µM | hit rate 0.82% among 190,000;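 active = inhibition above a set limit, derived from the sample mean plus 3 SD, cut at about 45% in these data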; also: values of inactives mirror those of a sister screen read the other way
NF-kB expr up: raises NF-kB expression in human neuronal cells; NF-kB reporter expression; hits give high values; fold change at 12.5 µM; hit rate 1.6% among 190,000; AID 1239; in the data active = fold change above about 3.3
STAT1 act: activators of IFN-gamma induced STAT1 signaling | hit rate 2.6% among 200,000 | AID 932 | activation (% of control), % at 5.5 µM | NIH 3T3 STAT1-luciferase reporter, luminescence; 100% = IFN-gamma alone, no compound;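 active = activation above the screen-wide mean activation plus 3 SD, cut at about 130% in these data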;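 also: raw ratio to IFN-gamma control signal so 100% means no change and 0% no light; values of inactives mirror those of a sister screen read the other way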
FLuc inhib CS: Photinus pyralis luciferase inhibition counter-screen. P08659. ATPLite firefly luciferase biochemical luminescence, 10 min. inhibition, % at 10 µM. hit rate 1.5% among 200,000. AID 1006;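 active = inhibition above about 50% when tested at 10 µM, limit read from the data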
ROMK primary: modulates human ROMK potassium channel activity; P48048; Tet-inducible ROMK, thallium flux fluorescence; actives lie on both sides; B-score at 10 µM; hit rate 2% among 130,000; AID 1918;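 active = signal ratio slope over the read window, or its plate-corrected B-score, at least 3 SD from the plate mean, either direction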;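 also: B-score of the F/F0 ratio slope over 7 to 12 s after thallium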
Target sequence (P48048 whole entry, looked up): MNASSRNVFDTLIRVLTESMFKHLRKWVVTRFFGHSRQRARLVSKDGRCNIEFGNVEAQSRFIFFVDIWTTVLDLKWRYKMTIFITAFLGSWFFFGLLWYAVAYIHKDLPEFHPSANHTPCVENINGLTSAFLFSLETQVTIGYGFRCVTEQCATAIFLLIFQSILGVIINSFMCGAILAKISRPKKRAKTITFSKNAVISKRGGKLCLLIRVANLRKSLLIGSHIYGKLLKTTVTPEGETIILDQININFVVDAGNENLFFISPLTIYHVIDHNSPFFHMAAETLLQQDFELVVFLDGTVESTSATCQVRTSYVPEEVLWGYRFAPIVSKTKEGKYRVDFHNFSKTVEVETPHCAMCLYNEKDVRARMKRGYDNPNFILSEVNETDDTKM
STAT3 activator: STAT3 signaling activation | U3A cells, IL-6 STAT3-luciferase reporter, luminescence; 100% = signal with IL-6 EC80 alone | activation (% of control), % at 5.6 µM | hit rate 0.91% among 190,000;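 active = activation above the screen-wide mean of compound activation plus 3 SD, cut at about 130% in these data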;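 also: 0% = background luminescence of wells with medium and substrate only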
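Material: STAT3-luciferase reporter U3A cells. Controls: IL-6-treated wells, 100% activation. Read-out: % activation versus median of IL-6-stimulated wells. Probe or stimulus: IL-6 stimulus at 33 ng/mL final. Timing: compound 1 h, then IL-6 6 h at 37 °C. Signal: reporter luminescence signal.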
STAT3 inh: inhibitors of IL-6 induced STAT3 signaling. U3A cells, IL-6 STAT3-luciferase reporter, luminescence; host cell line lacks STAT1. inhibition, % at 5.5 µM. hit rate 0.89% among 190,000;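 active = inhibition above the mean inhibition across all screened compounds plus 3 SD, cut at about 44% in these data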;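 also: 0% = DMSO only wells and 100% = 100 µM nifuroxazide control wells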
Numbers without * were called inactive; · = no result given.

SMILES	FLuc stim CS	STAT1 inh	APP 5'UTR act	APP 5UTR inh	NF-kB expr up	STAT1 act	FLuc inhib CS	ROMK primary	STAT3 activator	STAT3 inh
COc1cc2c(c3oc(-c4ccccc4)cc(=O)c13)C=CC(C)(C)O2	1.1	10	6	-6	0.33	89	-10	·	·	·
Cc1ccc(NC(=O)CN(C)C(=O)Cn2ccsc2=N)cc1	1.1	2	41	-40	0.98	96	-7	-1	103	-3
CCn1c(=O)cc(N2CCCCC2)[nH]c1=O	1.1	8	2	-2	0.99	93	-5	-0.27	102	1
COc1cc(C(=O)NCc2ccc3[nH]c(C)cc3c2)cc(OC)c1OC	1	5	-29	29	1.1	94	-1	0.17	98	4
CCOC(=O)c1cc2c(ccn2C)n1CC(=O)N1CCN(c2ccccc2OC)CC1	1.1	0	5	-5	0.73	100	-6	-0.61	104	-2
Cc1ccccc1-c1nc(CS(=O)(=O)CC(=O)N2CCc3ccccc3C2)c(C)o1	1	4	6	-6	0.98	96	-1	·	98	8
COc1ccc(/C=N/NC(=O)c2ccc(Cl)cc2)cc1Cn1cc(Cl)cn1	1	-4	8	-8	1	104	-3	0.24	106	2
CC(=O)c1cn(-c2ccc(Cl)cc2)c(=O)n(Cc2ccc(F)cc2)c1=O	1	16	-10	10	1.2	84	-4	0.29	91	14
c1ccc(CN(Cc2cccs2)C(c2cccs2)c2nnnn2C2CCCC2)cc1 (configuration not stated)	1.1	4	21	-21	1	97	-12	·	99	3
OCCN1CCOCCN(CCO)CCOCC1	1.1	3	15	-15	0.95	98	-6	·	101	3
CCC(c1nnnn1C1CCCC1)N(Cc1cccs1)Cc1cc2cc(C)ccc2[nH]c1=O (configuration not stated)	1.1	-11	12	-12	0.91	110	-6	·	107	-2
CC(C)NC(C(=O)Nc1cc(Cl)cc(Cl)c1)c1ccccc1 (configuration not stated)	1	-1	2	-2	0.95	101	-2	-0.34	104	-4
COc1ccc(NC(=S)N2CCNC(=O)C2CC(=O)Nc2ccc(C)cc2)cc1 (configuration not stated)	1	-10	8	-8	0.81	109	-3	·	115	-14
Cc1ccc(NC(=O)Nc2c(C)n(C)n(-c3ccccc3)c2=O)cc1C	1.1	-18	14	-14	0.95	115	-6	-0.56	102	1
CCc1ccccc1OCC(=O)OCC(=O)N1CC(=O)Nc2ccccc21	1.1	7	-3	3	1.1	94	-8	0.15	96	10
CCCCc1sc(-c2c(C#N)c(N)nc3c2CCCCC3)cc1[N+](=O)[O-]	1.1	6	2	-2	1.2	95	-9	0.4	100	5
Cc1nnc(SCC(=O)Nc2ccc3c(c2)COC3=O)n1-c1ccccc1	1	-2	-1	2	0.97	101	-5	·	111	-7
CCCCCCN=CC1=C(O)CC(C)(C)CC1=O	1	2	8	-8	1.4	98	-3	·	96	14
N#CCCN(C(=O)CSc1ccc2c(c1)OCCO2)c1ccc(F)cc1	1.1	-4	7	-7	1.3	104	-8	·	98	6
Cc1ccc(C)c(NC(=O)c2c(Cl)nc3ccccn23)c1	1	-11	14	-14	0.95	108	-2	-0.14	83	26
O=C(NCCNS(=O)(=O)c1ccccc1)N1CCOCC1	1	-1	13	-13	0.88	101	-3	·	102	2
CCNC(=O)CCSc1nc2cc(Cl)ccc2o1	1.1	-3	0	0	1.3	103	-7	-0.098	91	14
c1csc(-c2nn3c(Cn4cnc5ccccc54)nnc3s2)c1	1.1	10	0	0	1.1	92	-5	-0.58	97	5
COCC(C)n1c(SCC(=O)NCCC2=CCCCC2)nc2ccccc2c1=O (configuration not stated)	1.1	6	·	·	0.91	95	-8	-1.4	101	-2
CCC(C)C(NC(=O)OC(C)(C)C)C(=O)NC(C(=O)NC(C)C(N)=O)C(C)C (configuration not stated)	1	-3	15	-15	0.98	101	-3	-0.047	96	10
Next section
SMILES	FLuc stim CS	STAT1 inh	APP 5'UTR act	APP 5UTR inh	NF-kB expr up	STAT1 act	FLuc inhib CS	ROMK primary	STAT3 activator	STAT3 inh
O=C1CNC(=O)/C(=C/c2ccco2)N1	1	3	20	-20	1.3	98	2	0.41	98	3
CSc1nncn1/N=C/c1ccccc1F	1	-3	-9	9	0.95	102	-1	·	84	25
COc1ccc2c(c1)CCCN2C(N)=O	1	11	9	-9	1.1	90	0	·	98	5
Cn1c(=O)c2c(nc(CN3CCN(C(=O)c4ccco4)CC3)n2Cc2cccc(Cl)c2)n(C)c1=O	1	-2	9	-9	0.82	102	-5	·	105	0
Cn1c(=O)oc2cc(S(=O)(=O)N3CCCC(C(=O)Nc4nccs4)C3)ccc21 (configuration not stated)	1.1	5	-17	17	1.1	96	-6	·	86	25
COc1cc(CC(=O)OCC(=O)N2CC(=O)Nc3ccccc32)cc(OC)c1OC	1	-7	0	0	1.1	105	-4	1.1	102	1
CCOC(=O)C1CCCN(C(=S)Nc2ccc(Nc3ccccc3)cc2)C1 (configuration not stated)	1	-9	8	-8	2.1	109	3	-1.6	107	2
N#Cc1ccccc1N=Cc1ccc(Br)cc1	0.7	0	-4	4	1.2	100	32	-1.1	100	-2
COc1cccc(O[C@@H]2O[C@@H]3COC(C)(C)O[C@H]3[C@H](O)[C@H]2NC(C)=O)c1	1	-1	-11	11	1.1	101	-3	·	104	-1
CCCCNC(=S)NCc1ccc2c(c1)cc(C)n2C	1.1	-1	-11	11	0.77	101	-7	-0.55	101	-1
CN1CCN(Cc2cc(=O)oc3cc4c(cc23)CCC4)CC1	1	3	5	-4	1.1	97	-2	-0.65	97	11
CCOc1ccc(NC(=O)CN(C)CC(=O)Nc2cccc(Cl)c2C)cc1OCC	1	-4	-4	4	0.78	103	-2	·	100	4
CCOc1cc(N2CCOCC2)c(OCC)cc1NC(=O)COc1ccccc1[N+](=O)[O-]	1.1	-3	3	-3	1	101	-5	1	85	24
CCn1c2ccccc2c2cc(NC(=O)c3cccc([N+](=O)[O-])c3C)ccc21	1.1	-6	20	-20	0.83	105	-8	0.68	108	-8
CO/N=C(/CS(=O)Cc1ccc(Cl)cc1)c1ccc(Cl)cc1 (configuration not stated)	1	0	·	·	0.99	100	-4	·	94	12
Cc1ccc(NS(C)(=O)=O)c(C(=O)c2ccccc2)c1	1.1	7	-2	2	1.1	93	-11	0.12	110	-5
COc1cc(CNc2ccc(S(N)(=O)=O)cc2)ccc1OCC(=O)NC1CCCCC1	1	-4	-13	13	0.93	102	-2	2.5	94	12
c1ccc(CNc2ncnc3sc4c(c23)CCC4)nc1	1.1	4	-18	18	0.78	97	-6	·	96	8
O=C(Nc1cc2c(cc1Br)OCCCO2)c1ccccc1	0.9	-51	114	-114	3.1	146*	12	-0.044	107	-4
COCCCNC(=O)CCCn1c(=O)c2ccccc2n(CC(=O)Nc2c(C)cc(C)cc2C)c1=O	1	-12	-4	4	1.1	111	4	0.59	102	1
CCOC(=O)C1=C(c2ccccc2)NC(SCC(=O)NC2CCCCC2)=C(C#N)C1c1ccco1 (configuration not stated)	1.2	4	10	-10	0.95	95	-18	-0.026	102	-1
Cc1ccc(S(=O)(=O)N2CCC(C(=O)N3Cc4ccccc4C3)CC2)cc1	1.1	1	-3	3	0.98	99	-5	·	94	14
COc1cc(-n2c(N)c(C(=O)NCc3ccco3)c3nc4ccccc4nc32)cc(OC)c1OC	1.1	-15	8	-8	1.1	114	-7	-0.67	114	-12
CC(C)c1[nH]nc2c1C(Cc1ccccc1)C(C#N)=C(N)O2 (configuration not stated)	1.1	-2	-11	11	1.3	102	-5	·	101	4
CCC(C(=O)NC1CCCCC1)n1c(SCc2ccccc2F)nc2ccncc21 (configuration not stated)	0.5	-11	37	-37	1.4	110	48	-0.72	106	-6
Following part.
SMILES	FLuc stim CS	STAT1 inh	APP 5'UTR act	APP 5UTR inh	NF-kB expr up	STAT1 act	FLuc inhib CS	ROMK primary	STAT3 activator	STAT3 inh
COc1ccc(N/C=C/C(=O)C(F)(F)F)cc1	0.9	6	8	-8	1.1	95	10	0.22	91	10
COc1ccc(CNC(=O)c2c(C)oc3c2C(=O)c2ccccc2C3=O)cc1	1.1	-12	-10	10	0.34	111	-10	-0.63	102	-2
Cc1ccsc1/C=N\NC(=O)Cn1nnc2ccccc21	1.1	10	0	0	1.9	90	-5	·	106	-1
Cc1ccc2nc(-c3ccco3)c(Nc3ccccc3)n2c1	1	4	-8	8	1.3	96	-1	1.1	93	12
Cc1[nH]n(-c2ccccc2)c(=O)c1C=NCCc1ccccc1	1.1	5	-4	4	1.6	96	-7	-0.097	92	11
O=C(Cn1cnc2c(cnn2-c2ccc(Cl)cc2)c1=O)NCC1CCCO1 (configuration not stated)	1.1	-1	1	-1	0.89	101	-6	·	95	8
NS(=O)(=O)c1ccc(NC(=S)N2CCN(c3ccccc3Cl)CC2)cc1	1	19	-6	6	0.92	83	-4	·	94	10
COCCSc1nnc(NS(=O)(=O)c2ccc(F)cc2)s1	1	-5	-2	2	1.2	103	-4	0.45	96	6
COC(=O)c1nc(NC(=O)C(C)(C)C)n[nH]1	1	-1	-21	21	1.2	101	0	·	96	8
O=C(COCC(=O)N/N=C/c1ccccc1F)N/N=C/c1ccccc1F	1	-3	4	-4	1.2	103	4	·	101	-6
CC(=O)c1cccc(NC(=S)NC(=O)c2cccc(C)c2)c1	0.7	-64	102	-102	3.7*	157*	35	·	101	-1
Oc1ccc(Cl)cc1/C=N/c1nc2ccccc2[nH]1	1	4	9	-9	1.2	96	-1	0.72	143*	-42
COc1ccccc1NC(=O)c1ccc(NS(C)(=O)=O)cc1	1.1	-3	10	-10	1	103	-10	·	95	11
C=CCNC(=O)CN(c1ccc(F)cc1)S(=O)(=O)c1ccc(OC)cc1	1	0	-3	3	0.96	100	-4	·	102	-1
CN(Cc1ccccc1)C1CC(=O)N(c2ccc(C(=O)O)cc2)C1=O (configuration not stated)	1.1	4	12	-12	1	96	-5	·	111	-12
CC(/C=C/c1ccc2c(c1)OCO2)=N/NC(=O)COc1ccc(C)cc1	1	-1	7	-8	1.1	101	2	·	101	-1
O=C(NN1C(=O)C2C3CCC(O3)C2C1=O)c1ccc(Cl)cc1 (configuration not stated)	1	-4	-21	21	1.1	103	-4	·	101	2
CCc1n[nH]c(=S)n1/N=C/c1cc(Br)c(OC)cc1OC	1	-1	20	-20	0.95	101	-2	·	106	-7
Cc1nn(C(C)(C)C)c(OC(=O)c2ccco2)c1Sc1ccccc1	1	-7	-8	8	0.8	106	-5	·	126	-29
CCCc1[nH]c(=O)c(C#N)c2c1CCCC2	1	-1	9	-9	0.96	101	-4	·	104	0
CCOC(=O)C1(Cc2ccccc2)CCCN(Cc2cnn(CC)c2)C1 (configuration not stated)	1.1	-3	-12	12	0.98	102	-6	0.54	98	6

Compound activity from PubChem BioAssay.
